Growth percent in the NCI-60 one-dose screen (48 h, 10 µM unless noted): 100 = growth as untreated, 0 = no growth, -100 = all killed.
HCC-2998: HCC-2998 colon cancer | 79,000 tested, 4.7% active
PC-3: PC-3 prostate cancer cells; 80,000 tested, 3.9% active; AID 1794754
SW-620: SW-620 colon cancer | 82,000 tested, 5.2% active
DU-145: DU-145 prostate cancer. 81,000 tested, 4.2% active
OVCAR-5: OVCAR-5 ovarian cancer; AID 1794783; 82,000 tested, 2.9% active
OVCAR-8: OVCAR-8 ovarian cancer; 81,000 tested, 4.4% active
OVCAR-3: OVCAR-3 ovarian cancer | 79,000 tested, 7% active | AID 1794787
KM12: KM12 colon cancer cells; AID 1794800; 82,000 tested, 5% active
OVCAR-4: OVCAR-4 ovarian cancer cells. 80,000 tested, 3.7% active. AID 1794784
* marks the source's active call; other numbers are inactive results; . = no result given; & = joins results of further samples. Rule for the calls: active = growth percent below 10; inactive = the rest. Compounds were not picked by outcome (roughly 10% active in at least one column).

SMILES | HCC-2998 | PC-3 | SW-620 | DU-145 | OVCAR-5 | OVCAR-8 | OVCAR-3 | KM12 | OVCAR-4
O=C1NCCS(=O)(=O)/C1=C\C=C\c1cccc(C(F)(F)F)c1 | 20 | 37 | 28 | 29 | 48 | 20 | 22 | 44 | 53
O=C1Nc2ccc(Cl)cc2/C1=N/N=C/c1c[nH]c2ccccc12 | 101 | 94 | 79 | 64 | 90 | 76 | 76 | 68 | 68
COc1cc(-c2csc(Nc3cc(N4CCN(CCO)CC4)nc(C)n3)n2)cc(OC)c1OC | 85 | 61 | 86 | 80 | 74 | . | 76 | 81 | 62
Cc1cc(Nc2nc(O)c(/C=c3\ccc4c(c3)C=CN=4)s2)no1 | 110 | 90 | 104 | 103 | 108 | 98 | 103 | 98 | 98
CN(C)c1ccc(/C=N\NC(=O)N/N=C/c2ccc(N(C)C)cc2)cc1 | 99 | 94 | 110 | 120 | 111 | 105 | 114 | 109 | .
Cc1cc(Cl)c2c(c1)C(=N/O)/C(=C\c1ccco1)O2 | 118 | 79 | 87 | 116 | . | 92 | 94 | 90 | 91
Cc1cccc(NC2CC(=O)N(c3cccc(Cl)c3Cl)C2=O)c1C (stereo not drawn) | 106 | 97 | 103 | 109 | 103 | 102 | . | 105 | 103
CCOC(=O)c1c(Nc2ccccc2)nn2c(N)c(C#N)c(-c3ccccc3)nc12 | 97 | 76 | 82 | 81 | 109 | 94 | 94 | 78 | 82
O=C(CCc1nnc2sc(Cc3ccccc3Cl)nn12)c1nc2ncccc2[nH]1 | 88 | 86 | 88 | 101 | 93 | 93 | 97 | 97 | 93
ON(Cc1ccccc1)Cc1ccccc1 | 101 | 95 | 101 | . | 100 | 112 | 110 | 119 | 100
CCN(CC)CC(C)OC(=O)Nc1ccccc1Cl (stereo not drawn) | 105 | 91 | 114 | 108 | 112 | 107 | 122 | 107 | 109
O=C1[C@H]2Cc3c([nH]c4ccccc34)[C@@H](c3ccc(Cl)cc3)N2C(=O)CN1C1CCN(Cc2ccccc2)CC1 | 40 | 30 | 62 | 55 | 75 | 73 | 48 | 48 | 49
CCOC(=O)/C(Cc1ccnc2ccccc12)=N/O | 99 | 94 | 106 | 102 | 97 | 94 | 108 | 105 | 94
CC(=O)OCc1nc(C#N)c(N(C)C)o1 | 97 | 104 | 101 | 110 | 87 | 94 | 99 | 110 | 100
CCCCCCCCCCCCCC(=O)OCC | 91 | 99 | 104 | 101 | 107 | 102 | 102 | 101 | 102
Cc1ccc2c(n1)C(=O)C(Cl)=C(Nc1ccccc1C(=O)OC(C)(C)C)C2=O | 92 | 67 | -28* | -56* | 139 | 67 | -64* | 99 | -45*
O=S(=O)(NCC[C@@H]1C[C@H]1c1ccc2ccccc2c1)C(F)(F)F | 118 | 89 | 104 | 106 | 92 | 100 | 114 | 104 | 98
COc1cc(-c2nc3occn3c2-c2ccnc(NCCCNS(=O)(=O)c3ccc(O)cc3)n2)ccc1F | 112 | 95 | 115 | 110 | 138 | 98 | 117 | 100 | 129
CCOC(=O)c1c(NC(=O)c2cc(-c3ccc(C)cc3)oc2C)sc(C)c1C | 105 | 98 | 98 | 107 | 106 | 103 | 102 | 100 | 106
CCCCCCCCCCCCCCSSCCCCCCCCCCCCCC | 100 | 98 | 101 | 111 | 102 | 105 | 111 | 105 | 107
Nc1ccccc1NS(=O)(=O)c1ccc(Cl)cc1 | 84 | 92 | 99 | 94 | 95 | 108 | 105 | 100 | 100
FC(F)(F)C1=NN=C(c2ccc(Cl)cc2)/C1=C/c1ccco1 | 68 | 92 | 68 | 96 | 96 | 93 | 83 | 41 | 94
CN(C)c1ccc(/C=C\c2ccnc3ccccc23)cc1 | . | 67 | 88 | 85 | 65 | 64 | . | 56 | 68
CCN(CC)CC(C)(C)C(O)c1ccc(OC)c2ccccc12 (stereo not drawn) | 96 | 91 | 103 | 110 | 98 | 103 | 103 | 104 | 97

Three compounds already listed, arranged by formula weight, high to low:
SMILES | HCC-2998 | PC-3 | SW-620 | DU-145 | OVCAR-5 | OVCAR-8 | OVCAR-3 | KM12 | OVCAR-4
CCOC(=O)c1c(NC(=O)c2cc(-c3ccc(C)cc3)oc2C)sc(C)c1C | 105 | 98 | 98 | 107 | 106 | 103 | 102 | 100 | 106
O=S(=O)(NCC[C@@H]1C[C@H]1c1ccc2ccccc2c1)C(F)(F)F | 118 | 89 | 104 | 106 | 92 | 100 | 114 | 104 | 98
CCN(CC)CC(C)(C)C(O)c1ccc(OC)c2ccccc12 (stereo not drawn) | 96 | 91 | 103 | 110 | 98 | 103 | 103 | 104 | 97

The listing continues:
SMILES | HCC-2998 | PC-3 | SW-620 | DU-145 | OVCAR-5 | OVCAR-8 | OVCAR-3 | KM12 | OVCAR-4
COc1cc(Cl)cc(-c2nn(C(=O)NCCN3CCN(C)CC3)cc2-c2ccncc2)c1 | 100 | 73 | 101 | 74 | 77 | 23 | 97 | 99 | 37
Cc1ccc(S(=O)(=O)c2nc(-c3ccccc3)sc2S(C)(=O)=O)cc1 | 120 | 103 | 128 | 107 | 119 | 105 | 117 | 109 | 111
COc1ccc2c(c1)C=C1COCC3=Cc4cc(OC)ccc4OC13O2 | 109 | 99 | 106 | 112 | 108 | 102 | 113 | 107 | 104
COC(=O)c1cc2cc(-c3ccc(OC)cc3)cnc2[nH]1 | 51 | 7.3* | 19 | 18 | 45 | 8.6* | -56* | 11 | 30
CN(C)S(=O)(=O)c1ccc(-c2nc(C(Cl)Cl)nc3cc(-c4ccc(F)cc4)nn23)cc1 | 8.8* | 27 | 4.4* | 6.0* | 18 | 2.7* | 8.1* | 7.5* | 21
N#Cc1nn(-c2ccccc2)nc1N1CCCCC1 | 113 | 93 | 101 | 109 | 109 | 103 | 103 | 101 | 99
CC1OCC2OC(O)C(O)C(O)C2O1 (stereo not drawn) | 113 | 98 | . | 107 | 102 | 113 | 117 | 107 | 106
C=CN(c1ccccc1)c1nc(=O)[nH]c(=O)[nH]1 | 110 | 107 | 101 | 108 | 105 | 103 | . | 101 | 104
O=C(O)C(O)c1cccc([N+](=O)[O-])c1 (stereo not drawn) | 104 | 99 | 89 | 102 | 99 | 93 | 104 | 112 | 115
Brc1csc2ncccc12 | 85 | 97 | 94 | 112 | 98 | 102 | 110 | 104 | 98
C[C@H]1OC(=O)/C=C/[C@@H](O)[C@@H](O)CCCCCCCC[C@@H]1O | 102 | 85 | 102 | 107 | 96 | 90 | 109 | 101 | 101
Cc1ccc(/C=C2\SC(=S)N(CCC(=O)O)C2=O)cc1 | 111 | 100 | 110 | 110 | 100 | 103 | . | 103 | 100

Record cards, as listed above. Order of values: HCC-2998, PC-3, SW-620, DU-145, OVCAR-5, OVCAR-8, OVCAR-3, KM12, OVCAR-4
Cc1ccc2c(n1)C(=O)C(Cl)=C(Nc1ccccc1C(=O)OC(C)(C)C)C2=O across the screens: 92, 67, -28*, -56*, 139, 67, -64*, 99, -45*
Cc1cccc(NC2CC(=O)N(c3cccc(Cl)c3Cl)C2=O)c1C (stereo not drawn) across the screens: 106, 97, 103, 109, 103, 102, ., 105, 103
CN(C)c1ccc(/C=C\c2ccnc3ccccc23)cc1 across the screens: ., 67, 88, 85, 65, 64, ., 56, 68
CCOC(=O)c1c(Nc2ccccc2)nn2c(N)c(C#N)c(-c3ccccc3)nc12 across the screens: 97, 76, 82, 81, 109, 94, 94, 78, 82
CCCCCCCCCCCCCCSSCCCCCCCCCCCCCC across the screens: 100, 98, 101, 111, 102, 105, 111, 105, 107

(listing goes on)
SMILES | HCC-2998 | PC-3 | SW-620 | DU-145 | OVCAR-5 | OVCAR-8 | OVCAR-3 | KM12 | OVCAR-4
Cc1cc2ccccc2c(C(=O)c2ccccc2)c1C | 99 | 85 | 99 | 102 | 101 | 94 | 100 | 90 | 91
COc1ccc(/C=C/C(=O)c2ccc(NC(=O)CSc3nnc(-c4ccc5nc(-c6ccc(OC)c(OC)c6)[nH]c5c4)o3)cc2)cc1 | 109 | 92 | 105 | 109 | 104 | 89 | 112 | 108 | 108
O=C1NC(=O)/C(=C/c2cc3ccccc3nc2Cl)S1 | 93 | 88 | 101 | 100 | 93 | 96 | 98 | 96 | 110
O=C(CC1(O)C(=O)Nc2ccccc21)c1ccc(NS(=O)(=O)c2ccccc2)cc1 (stereo not drawn) | 110 | 97 | 102 | 112 | 105 | 102 | . | 101 | 106
C#CCC1(O)CCC2C3CCc4cc(OC)ccc4C3CCC21C (stereo not drawn) | 119 | 83 | 110 | 120 | 103 | 96 | 112 | 108 | 86
CC(C)OCC1CO1 (stereo not drawn) | 120 | 106 | 96 | 114 | 101 | 113 | 107 | 98 | 115
C#CC(C)(C)OC(C)=O | 84 | 99 | 111 | 108 | 111 | 103 | 103 | 104 | 114
O=S(=O)(O)c1ccc2ccccc2c1O | 103 | 85 | 97 | 97 | 114 | 92 | 104 | 96 | 102
Cc1ccc(N2C(=O)CC(Sc3ccccc3N)C2=O)cc1 (stereo not drawn) | 108 | 93 | 99 | 101 | 105 | 93 | 96 | 92 | 99
Cn1cc(C2OC(=O)c3ccccc32)c2ccccc21 (stereo not drawn) | 110 | 96 | 119 | 89 | 105 | 96 | 109 | 110 | 108
COc1cc2ccc(-c3ccc4ccccc4n3)cc2cc1OC | 100 | 73 | 95 | 91 | 104 | 79 | 97 | 92 | 99
NNc1nc2c(cnn2-c2ccccc2)c2nc(=S)c(N)nn12 | 103 | 89 | 85 | 104 | 93 | 102 | 94 | 94 | 91
COc1cc2oc(-c3cccc(C(=O)Nc4cccc([N+](=O)[O-])c4)c3)cc(=O)c2c(OC)c1OC | 33 | 33 | 83 | 30 | 84 | 5.9* | 27 | 48 | -6.3*
COc1cc2c(c(OC)c1OC)C(=O)CC(c1cccc(NC(=O)c3cc(NC(=O)[C@H](C)NC(=O)OC(C)(C)C)ccc3Cl)c1)O2 (stereo partly drawn) | 100 | 60 | 90 | 54 | 111 | 48 | 70 | 53 | 60
O=C(Cn1c(=O)[nH]c2ccccc2c1=O)NCc1n[nH]c(=S)o1 | 107 | 95 | . | 106 | 95 | 102 | 107 | 101 | 93
Nc1nc(=O)n([C@H]2C[C@H](O)[C@@H](CO)O2)cc1CO | 120 | 108 | 113 | 103 | 119 | 106 | 108 | 102 | 112
CSc1c(C#N)c(N)nc2c3c(=N)n4c(nc3nn12)sc1cc(Cl)c(Cl)cc14 | 112 | 97 | 140 | 107 | 131 | 109 | 124 | 116 | 99
O=C(O)/C(=C\c1ccc([N+](=O)[O-])cc1)c1cccc(Cl)c1 | 119 | 104 | 107 | 105 | 103 | 101 | 103 | 103 | 105
Clc1ccc(C2=CSCCS2)cc1 | 104 | 102 | 100 | 117 | 103 | 103 | 101 | 110 | 106
Cc1ccc(-c2cnc3sc4c(-c5ccc(Br)cc5)n[nH]c(=O)c4n23)cc1 | 99 | 92 | 102 | 103 | 108 | 105 | 88 | 86 | 94
Cc1nc2nc[nH]c(=O)c2nc1C | 109 | 105 | 107 | 111 | 100 | 118 | 111 | 106 | 100
CC(O)C(O)C(O)C(O)C(O)C(=O)O (stereo not drawn) | 97 | 93 | 104 | 109 | 111 | 101 | 106 | 108 | 108
CN(C)CCC(CCN(C)C)c1ccccn1 | 89 | 91 | 107 | . | 104 | 103 | . | . | 107
COc1ccc(/C=C2/C(c3ccc(Cl)cc3)=NN=C2C(F)(F)F)cc1OC | 106 | 97 | 104 | 105 | 97 | 104 | 93 | 96 | 94
c1ccc(-c2nnn(-c3ccccc3)n2)cc1 | 107 | 103 | 113 | 127 | 105 | 107 | 111 | 107 | 106
Cc1ccc(NC(=O)c2ccccc2Cl)cc1 | 124 | 90 | 109 | 112 | 99 | 115 | 122 | 105 | 107
Cc1ccc(OCCn2c(C)nn(-c3ccc(Cl)cc3)c2=O)cc1 | 111 | 92 | 106 | 135 | 113 | 109 | 124 | 117 | 99
N#CC1=C(/N=C/c2ccccc2)Oc2c(ccc3ccccc23)C1c1ccccc1[N+](=O)[O-] (stereo not drawn) | 102 | 81 | 91 | 106 | 108 | 90 | 88 | 98 | 101
ON=C1/C(=N\O)CCC/C1=N/O | 95 | 86 | 95 | 117 | 100 | 93 | 111 | 97 | 91
NC(COCc1ccccc1)C(=O)O (stereo not drawn) | 107 | 85 | 105 | 102 | 98 | 100 | 104 | 101 | 99
CC(=NC(C)CC(C)C)c1ccc(C)cc1 (stereo not drawn) | 106 | 85 | 88 | 106 | 100 | 90 | 102 | 97 | 96
Cc1c(Cl)cccc1C(=O)Nc1nc2c(s1)CN(C(=O)Nc1cccc(C(F)(F)F)c1)CC2 | 12 | 6.4* | 33 | 17 | 37 | 15 | -12* | 14 | 29
CCOC(=O)/C(=C\OC(=O)c1ccccc1)NC(=O)Cc1ccccc1 | . | 92 | 89 | 97 | 96 | 103 | 102 | 101 | 106
CCCCCCCCCCCCc1ccc(OC(=O)OCCCC)cc1 | 93 | 106 | 105 | 107 | 94 | 106 | 107 | 99 | 103
Oc1ccc(OCc2ccccc2)cc1 | 102&90&101 | 70&77&107 | 81&76&99 | 90&77&115 | 106&112&91 | 88&73&103 | 94&81&112 | 84&80&105 | 82&75&102
Cc1ccc(C)c(CCCCS(=O)(=O)O)c1 | . | 101 | 109 | 130 | 102 | 105 | 126 | 110 | 110
O=C1C(c2ccccc2)C2c3ccccc3-n3c2c2c(c(-c4ccccc4)c3=O)c3ccccc3n21 (stereo not drawn) | 114 | 96 | 97 | 110 | 104 | 102 | 96 | 91 | 97
CCCCCCCCCCCCCCCCCC(=O)[O][Sn]([CH2]CCC)([CH2]CCC)[CH2]CCC | -99* | -69* | -84* | -100* | -71* | -57* | -100* | -96* | -98*

Screens as filed in PubChem BioAssay.
